Source: PubChem BioAssay (Broad Institute)
TcdB inh = TcdB glycohydrolase inhibitors, primary screen, biochemical, single point, plate reader; Toxin B (Clostridioides difficile), P18177; TcdB glycohydrolase enzymatic assay; inhibition, % at 9.99 µM; hit rate 0.24% among 350,000; AID 652162, 2013; in the data active = inhibition above about 10%
The depositor's hits bear a star. Only part of the results is shown (hit frequency here may not be typical).

nr | SMILES | TcdB inh
1 | CC(=O)N(C)C[C@H]1Oc2ncc(C#Cc3ccccc3F)cc2C(=O)N([C@@H](C)CO)C[C@H]1C | 0.5
2 | COc1ccc(NC(=O)Nc2cccc3c2O[C@@H](CN(C)S(C)(=O)=O)[C@H](C)CN([C@@H](C)CO)C3=O)cc1 | -1.2
3 | COc1ccc(NC(=O)N(C)C[C@@H]2Oc3ccc(N(C)C)cc3C(=O)N([C@H](C)CO)C[C@H]2C)cc1 | -1.3
4 | C[C@H]1CN([C@@H](C)CO)C(=O)c2cc(NC(=O)NC3CCCCC3)ccc2O[C@@H]1CN(C)S(=O)(=O)c1cccs1 | 0.5
5 | CN1C(=O)c2cc(NC(=O)Cc3ccccc3)ccc2OC[C@@H]2O[C@@H](CC(=O)NC3CCC3)CC[C@H]21 | 0.2
6 | CC(C)NC(=O)Nc1ccc2c(c1)C(=O)N([C@@H](C)CO)C[C@@H](C)[C@@H](CN(C)C(=O)Nc1ccc3c(c1)OCO3)O2 | -0.5
7 | C[C@H]1CN([C@@H](C)CO)C(=O)Cc2cc(NS(=O)(=O)c3cccs3)ccc2O[C@@H]1CN(C)Cc1ccc(Cl)c(Cl)c1 | 0.0
8 | COc1ccc(S(=O)(=O)N(C)C[C@@H]2Oc3ccc(NC(=O)Cc4ccccc4)cc3C(=O)N([C@H](C)CO)C[C@@H]2C)cc1 | 0.0
9 | COc1cccc(CN2[C@@H](CO)[C@@H](c3ccccc3)C23CN(C(=O)C2CCC2)C3)c1 | -0.6
10 | CCc1nc(N2[C@H](C#N)[C@H](c3ccccc3-c3ccccc3C)[C@H]2CO)sc1C | 0.6
11 | CNC[C@H]1OCCCC[C@H](C)Oc2ccc(NC(=O)CCCN(C)C)cc2C(=O)N([C@@H](C)CO)C[C@@H]1C | -0.7
12 | CC(=O)N1[C@H](CO)[C@@H](c2ccccc2)C12CN(C(=O)c1ccccc1)C2 | -0.8
13 | O=C(C[C@H]1CC[C@H]2[C@@H](COC[C@H](O)CN2Cc2ccccc2)O1)NCc1ccccc1Cl | -2.1
14 | CO[C@H]1CN(C)C(=O)c2ccc(NC(=O)NC(C)C)cc2OC[C@H](C)N(C)C[C@H]1C | 0.2
15 | C[C@H](O)C#Cc1cnc2c(c1)C(=O)N([C@@H](C)CO)C[C@H](C)[C@@H](CN(C)C(=O)Nc1ccc(F)cc1)O2 | 0.5
16 | CN1c2ccc(-c3ccc(F)cc3)cc2[C@@H]2[C@@H](CCN2C(=O)C2CCOCC2)[C@H]1CO | 0.4
17 | COc1ccc2c3c([nH]c2c1)[C@H](CO)N(C(=O)C1CC1)CC31CN(S(C)(=O)=O)C1 | -0.1
18 | CCC(=O)Nc1ccc2c(c1)OC[C@@H](C)N(C(=O)CN(C)C)C[C@@H](C)[C@@H](OC)CN(C)C2=O | -2.8
19 | C[C@@H]1CN([C@@H](C)CO)C(=O)c2cccc(NS(=O)(=O)c3ccc(Cl)cc3)c2O[C@@H]1CN(C)Cc1ccc(-c2ccccc2)cc1 | 2.1
20 | C[C@@H]1CN([C@H](C)CO)C(=O)c2cc(-c3cccc(F)c3)cnc2O[C@H]1CN(C)CC1CCCC1 | -0.5
21 | Cc1ccc(S(=O)(=O)Nc2ccc3c(c2)CC(=O)N([C@@H](C)CO)C[C@@H](C)[C@H](CN(C)C(=O)NC(C)C)O3)cc1 | -0.6
22 | O=C(CC1CC1)N1CC[C@@H]2[C@H](CO)Nc3ccc(-c4cccc(F)c4)cc3[C@@H]21 | -0.1
23 | O=C(NCC[C@@H]1CC[C@@H](NC(=O)C2CCCC2)[C@@H](CO)O1)c1ccc(F)cc1 | -0.4
24 | CCCNC(=O)Nc1ccc2c(c1)C(=O)N(C)C[C@H](OC)[C@@H](C)CN(C(=O)C1CCOCC1)[C@H](C)CO2 | 0.8
25 | CC(C)NC(=O)N(C)C[C@@H]1Oc2ccc(NC(=O)C3CCCCC3)cc2C(=O)N([C@H](C)CO)C[C@@H]1C | 0.5
26 | C[C@H](CO)N1C[C@H](C)[C@H](CN(C)Cc2ccc(Cl)c(Cl)c2)Oc2c(NC(=O)CCCCCC(=O)Nc3ccccc3N)cccc2C1=O | -0.8
27 | Cc1noc(C)c1NC(=O)N(C)C[C@H]1Oc2c(NC(=O)NC3CCCCC3)cccc2C(=O)N([C@@H](C)CO)C[C@H]1C | 0.7
28 | CO[C@H]1CN(C)C(=O)c2ccc(NC(=O)Nc3c(C)noc3C)cc2OC[C@H](C)N(C)C[C@@H]1C | 0.1
29 | Cc1ccc(S(=O)(=O)Nc2cccc3c2O[C@H](CN(C)S(=O)(=O)c2cccs2)[C@H](C)CN([C@@H](C)CO)C3=O)cc1 | -0.3
30 | C[C@H]1CN([C@@H](C)CO)C(=O)c2cc(NC(=O)C3CC3)ccc2O[C@H]1CN(C)S(=O)(=O)c1cn(C)cn1 | -0.6
31 | COc1ccc(NC(=O)Nc2ccc3c(c2)C(=O)N([C@@H](C)CO)C[C@@H](C)[C@H](CN(C)C(=O)Nc2ccc(F)cc2)OCCCC[C@@H](C)O3)cc1 | 1.0
32 | C[C@@H]1CN([C@H](C)CO)S(=O)(=O)c2ccc(Br)cc2O[C@H]1CN(C)C(=O)CN(C)C | 0.5
33 | C[C@H](CO)N1C[C@H](C)[C@H](CN(C)C(=O)c2cnccn2)Oc2cc(Br)ccc2S1(=O)=O | -1.7
34 | COc1ccc(NC(=O)N(C)C[C@H]2OCCCC[C@@H](C)Oc3ccc(NS(=O)(=O)c4cn(C)cn4)cc3C(=O)N([C@H](C)CO)C[C@@H]2C)cc1 | -0.8
35 | Cc1nn(C)cc1NC(=O)C[C@H]1CC[C@@H]2[C@@H](COc3ccc(NC(=O)NC(C)C)cc3C(=O)N2C)O1 | -1.3
36 | C[C@@H]1CN([C@H](C)CO)C(=O)c2cccc(NC(=O)C3CC3)c2O[C@H]1CN(C)S(=O)(=O)c1cccs1 | -0.3
37 | C[C@H](CO)N1C[C@H](C)[C@H](CN(C)CC2CCCCC2)Oc2ccc(NC(=O)CCN3CCOCC3)cc2CC1=O | -0.3
38 | C[C@H]1CN([C@@H](C)CO)S(=O)(=O)c2ccc(C#CC3CC3)cc2O[C@@H]1CN(C)Cc1ccc(F)cc1 | -0.7
39 | O=C(N[C@H]1CC[C@@H](CCNS(=O)(=O)c2ccc(F)cc2)O[C@@H]1CO)C1CCC1 | 0.9
40 | Cc1noc(C)c1NC(=O)N(C)C[C@H]1Oc2ccc(NC(=O)CCN3CCOCC3)cc2CC(=O)N([C@@H](C)CO)C[C@@H]1C | -8.0
41 | C/C=C/c1ccc2c(c1)O[C@H](CN(C)CCC)[C@H](C)CN([C@H](C)CO)S2(=O)=O | -3.5
42 | COCC(=O)N(C)C[C@H]1Oc2ncc(-c3ccc(F)cc3)cc2C(=O)N([C@H](C)CO)C[C@H]1C | 1.1
43 | C[C@@H]1CN([C@@H](C)CO)C(=O)c2cc(-c3cccc(C#N)c3)cnc2O[C@H]1CN(C)C(=O)C1CC1 | 0.0
44 | C/C=C/c1ccc([C@@H]2[C@@H](CO)N3C(=O)CN(Cc4ccc(C)cc4)C[C@H]23)cc1 | -1.0
45 | CC(C)C#Cc1cnc2c(c1)C(=O)N([C@H](C)CO)C[C@H](C)[C@@H](CN(C)C(=O)C1CCC1)O2 | 0.2
46 | CN(C)C(=O)c1ccc(-c2ccccc2[C@@H]2[C@@H](C#N)N(C(=O)C3CCCCC3)[C@H]2CO)cc1 | -1.1
47 | C/C=C/c1ccc2c(c1)O[C@H](CN(C)C(=O)NC(C)C)[C@H](C)CN([C@H](C)CO)S2(=O)=O | 1.0
48 | CC(=O)N(C)C[C@@H]1Oc2cc(-c3ccccc3C)ccc2S(=O)(=O)N([C@@H](C)CO)C[C@@H]1C | 0.4
49 | COc1ccc(S(=O)(=O)N(C)C[C@@H]2OCCCC[C@@H](C)Oc3ccc(NC(=O)Nc4cccc5ccccc45)cc3C(=O)N([C@@H](C)CO)C[C@H]2C)cc1 | -0.1
50 | COCC#Cc1cnc2c(c1)C(=O)N([C@@H](C)CO)C[C@H](C)[C@H](CN(C)Cc1ccc(F)cc1)O2 | 0.6
51 | COc1ccccc1S(=O)(=O)N[C@@H]1CC[C@@H](CC(=O)N2CCN(C)CC2)O[C@@H]1CO | -0.2
52 | CN1C(=O)c2cc(NC(=O)C3CCCC3)ccc2OC[C@H]2O[C@H](CC(=O)NCc3ccccc3F)CC[C@@H]21 | 1.1
53 | COc1ccccc1-c1cnc2c(c1)C(=O)N([C@H](C)CO)C[C@@H](C)[C@H](CN(C)C(=O)c1ccccc1)O2 | -0.5
54 | O=C(NCC[C@H]1CC[C@@H](NS(=O)(=O)c2ccccc2F)[C@@H](CO)O1)c1ccc(F)cc1 | -0.6
55 | Cc1ccc(-c2ccc([C@@H]3[C@H]4CN(C(=O)c5cccnc5)CC(=O)N4[C@H]3CO)cc2)cc1 | -1.5
56 | C[C@@H]1CN([C@@H](C)CO)C(=O)c2cc(NC(=O)NC3CCCCC3)ccc2O[C@@H]1CN(C)Cc1ccc(-c2ccccc2)cc1 | -0.8
57 | CC(C)NC(=O)N1[C@@H](CO)[C@@H](c2ccccc2)C12CN(Cc1ccc(F)cc1)C2 | -0.5
58 | CC(C)C#Cc1cnc2c(c1)C(=O)N([C@H](C)CO)C[C@H](C)[C@@H](CN(C)C(=O)CC1CC1)O2 | -2.5
59 | C[C@@H]1CN([C@H](C)CO)C(=O)c2cc(NC(=O)Cc3cn(C)c4ccccc34)ccc2O[C@H]1CN(C)Cc1ccc(C(F)(F)F)cc1 | -0.8
60 | CC(C)C#Cc1ccc([C@H]2[C@@H](CO)N3CCCCN(C(=O)Nc4ccccc4)C[C@H]23)cc1 | 0.3

(cont.)
nr | SMILES | TcdB inh
61 | C[C@@H]1CN([C@H](C)CO)C(=O)c2cc(C#CCN(C)C)cnc2O[C@H]1CN(C)S(=O)(=O)c1cn(C)cn1 | 1.7
62 | Cc1noc(C)c1NC(=O)N(C)C[C@@H]1Oc2ccc(NC(=O)Cc3cn(C)c4ccccc34)cc2C(=O)N([C@H](C)CO)C[C@H]1C | -2.2
63 | CN(C)C(=O)C[C@@H]1C=C[C@H](NC(=O)c2ccc(F)cc2)[C@@H](CO)O1 | 0.9
64 | Cc1noc(C)c1NC(=O)N(C)C[C@H]1Oc2ccc(NS(=O)(=O)c3cn(C)cn3)cc2CC(=O)N([C@@H](C)CO)C[C@H]1C | -0.1
65 | O=C(C[C@@H]1C[C@H]2c3cc(NC(=O)Nc4ccc(C(F)(F)F)cc4)ccc3O[C@H]2[C@@H](CO)O1)NCc1cccnc1 | 0.0
66 | C[C@@H]1CN([C@@H](C)CO)C(=O)c2cccc(NC(=O)c3ccncc3)c2O[C@@H]1CN(C)C(=O)NC1CCCCC1 | -1.1
67 | C[C@H](O)C#Cc1ccc2c(c1)O[C@H](CN(C)Cc1cncnc1)[C@H](C)CN([C@@H](C)CO)S2(=O)=O | 0.2
68 | CC(C)NC(=O)N1[C@H](CO)[C@@H]2c3ccccc3N(C(=O)c3ccccc3F)C[C@@H]21 | 0.8
69 | COc1ccc(NC(=O)N2CC(=O)N3[C@H](CO)[C@H](c4ccc(-c5ccccc5)cc4)[C@@H]3C2)cc1 | -0.1
70 | COc1ccc(S(=O)(=O)Nc2ccc3c(c2)CC(=O)N([C@@H](C)CO)C[C@H](C)[C@H](CN(C)S(=O)(=O)c2c(C)noc2C)O3)cc1 | -0.1
71 | C[C@@H]1CN([C@H](C)CO)C(=O)c2cc(N(C)C)ccc2O[C@@H](C)CCCCO[C@@H]1CN(C)S(=O)(=O)c1cccs1 | -7.2
72 | C[C@H](CO)N1C[C@H](C)[C@H](CN(C)C(=O)c2ccncc2)OCCCC[C@H](C)Oc2ccc(NS(=O)(=O)c3ccccc3)cc2C1=O | -1.7
73 | COc1ccc(S(=O)(=O)Nc2ccc3c(c2)C(=O)N([C@@H](C)CO)C[C@H](C)[C@H](CN(C)C(=O)Cc2ccccc2)OCCCC[C@@H](C)O3)cc1 | 1.0
74 | C[C@H](CO)N1C[C@H](C)[C@H](CN(C)C(=O)Cc2ccncc2)Oc2cc(-c3cncnc3)ccc2S1(=O)=O | 0.4
75 | O=C(c1cnccn1)N1C[C@@H]2[C@H](c3ccccc31)[C@H](CO)N2Cc1ccc2c(c1)OCO2 | -3.5
76 | COc1ccc(S(=O)(=O)Nc2ccc3c(c2)C(=O)N([C@@H](C)CO)C[C@H](C)[C@@H](CN(C)S(=O)(=O)c2c(C)noc2C)OCCCC[C@H](C)O3)cc1 | -0.1
77 | CC=Cc1ccc2n(c1=O)C[C@H]1[C@H](CO)[C@@H](C(=O)N3CCc4ccccc4C3)N(C(=O)C3CCC3)[C@@H]21 (mixture of isomers) | 0.3
78 | C[C@H]1CN([C@@H](C)CO)C(=O)c2cc(-c3ccc(C#N)cc3)cnc2O[C@H]1CN(C)C(=O)Nc1ccccc1 | 0.6
79 | CN1C(=O)c2cc(NS(=O)(=O)c3cccc(F)c3)ccc2OC[C@H]2O[C@@H](CC(=O)O)CC[C@@H]21 | 0.7

Quoted from the listing for reference:
nr | SMILES | TcdB inh
71 | C[C@@H]1CN([C@H](C)CO)C(=O)c2cc(N(C)C)ccc2O[C@@H](C)CCCCO[C@@H]1CN(C)S(=O)(=O)c1cccs1 | -7.2
72 | C[C@H](CO)N1C[C@H](C)[C@H](CN(C)C(=O)c2ccncc2)OCCCC[C@H](C)Oc2ccc(NS(=O)(=O)c3ccccc3)cc2C1=O | -1.7
73 | COc1ccc(S(=O)(=O)Nc2ccc3c(c2)C(=O)N([C@@H](C)CO)C[C@H](C)[C@H](CN(C)C(=O)Cc2ccccc2)OCCCC[C@@H](C)O3)cc1 | 1.0
74 | C[C@H](CO)N1C[C@H](C)[C@H](CN(C)C(=O)Cc2ccncc2)Oc2cc(-c3cncnc3)ccc2S1(=O)=O | 0.4
75 | O=C(c1cnccn1)N1C[C@@H]2[C@H](c3ccccc31)[C@H](CO)N2Cc1ccc2c(c1)OCO2 | -3.5
76 | COc1ccc(S(=O)(=O)Nc2ccc3c(c2)C(=O)N([C@@H](C)CO)C[C@H](C)[C@@H](CN(C)S(=O)(=O)c2c(C)noc2C)OCCCC[C@H](C)O3)cc1 | -0.1
77 | CC=Cc1ccc2n(c1=O)C[C@H]1[C@H](CO)[C@@H](C(=O)N3CCc4ccccc4C3)N(C(=O)C3CCC3)[C@@H]21 (mixture of isomers) | 0.3
78 | C[C@H]1CN([C@@H](C)CO)C(=O)c2cc(-c3ccc(C#N)cc3)cnc2O[C@H]1CN(C)C(=O)Nc1ccccc1 | 0.6
79 | CN1C(=O)c2cc(NS(=O)(=O)c3cccc(F)c3)ccc2OC[C@H]2O[C@@H](CC(=O)O)CC[C@@H]21 | 0.7
